# Tn6 DDE FP: DD(E)-Tn6 binding inhibition, primary FP screen; P02675; Fibrin DD(E) TRITC-Tn6 fluorescence polarization displacement; inhibition, % at 8.3 µM; actives 0.21% (n = 370,000); AID 720509;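 active = inhibition above a per-campaign cutoff: mean of compounds within control limits plus 3 SD, cut at about 15% in these data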;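 note: 0% = median of all compound wells on the plate and 100% = blocking peptide control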
# TDP2 inh: TDP2 (human) inhibition, absorbance primary screen; AID 720702; recombinant TDP2, T5PNP hydrolysis, p-nitrophenol absorbance 415 nm; actives 0.34% (n = 370,000); inhibition, % at 12.8 µM;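 active = inhibition above the mean of all tested compounds plus 3 SD, set per campaign, cut at about 25% in these data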;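 note: 0% = DMSO with enzyme and 100% = buffer with substrate but no TDP2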
# Target sequence (O95551 whole entry, looked up): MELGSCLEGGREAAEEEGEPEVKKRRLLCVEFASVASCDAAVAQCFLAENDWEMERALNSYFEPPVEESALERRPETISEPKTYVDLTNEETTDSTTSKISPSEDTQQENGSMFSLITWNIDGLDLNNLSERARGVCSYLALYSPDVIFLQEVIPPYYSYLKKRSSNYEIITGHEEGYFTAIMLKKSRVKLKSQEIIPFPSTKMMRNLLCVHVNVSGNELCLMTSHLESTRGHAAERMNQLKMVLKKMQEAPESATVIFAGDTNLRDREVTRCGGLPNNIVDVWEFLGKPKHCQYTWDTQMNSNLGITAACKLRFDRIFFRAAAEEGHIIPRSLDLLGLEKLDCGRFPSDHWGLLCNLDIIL
#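 System: recombinant human TDP2 / Amount: 120 nM TDP2 per well / Also added: 5 mM T5PNP chromogenic substrate / Doses: 12.8 µM single point, 1% DMSO / Incubation: 2 h at 37 °C / Detection: p-Nitrophenol epi absorbance / Evaluation: % inhibition relative to enzyme-containing and enzyme-free wells / Repeats: singlicate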
# ARFGAP1 inh: rat ARFGAP1 inhibition; Arfgap1-stimulated ARF1 GTP hydrolysis, GDP FP detection; actives 0.26% (n = 360,000); Q62848; inhibition, % at 16.5 µM;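 active = inhibition above a per-plate limit, mean inhibition of low control wells plus 3 SD, cut at about 25% in these data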;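 note: 0% = DMSO wells with enzyme and 100% = wells lacking Arfgap1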
# Target sequence (Q62848 1-136 limits assumed): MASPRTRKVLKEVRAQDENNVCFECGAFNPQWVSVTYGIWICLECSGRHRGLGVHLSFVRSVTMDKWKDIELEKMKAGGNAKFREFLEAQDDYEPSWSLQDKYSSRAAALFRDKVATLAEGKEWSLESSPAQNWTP
#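 Assay system: purified rat His6-Arfgap1 residues 1-136 (GAP domain); Reagent: human Δ17 ARF1 bound to GTP; Dosing: 16.5 µM single point, 1.26% DMSO; Times: GTP hydrolysis reaction 2 h at 25 °C; Signal: FP, GDP Alexa 633 tracer displaced from anti-GDP antibody, 620/688 nm; Measure: % inhibition from polarization.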
# ASAP1 GAP inh: blocks human ASAP1-stimulated Arf1 GTP hydrolysis; inhibition, % at 16.5 µM; GDP FP detection; actives 0.19% (n = 360,000); in the data active = inhibition above about 25%;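 note: 0% = vehicle with enzyme and substrate and 100% = no enzyme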
# PLC-gamma1 inh: PLC-gamma1 (human) inhibition, primary screen; actives 0.84% (n = 370,000); AID 720700; purified PLC-gamma1, fluorogenic substrate, fluorescence; P19174; inhibition, % at 12.2 µM; in the data active = inhibition above about 9.5%
# KLK7 zymogen act: activators of human kallikrein-7 zymogen. activation, % at 7 µM. actives 0.9% (n = 370,000). purified proKLK7, EDANS-DABCYL substrate fluorescence; 100% is mature enzyme control, 0% vehicle. AID 652039;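 active = activation above the mean of all tested compounds plus 3 SD, computed per campaign excluding outliers beyond control limits, cut at about 13% in these data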
# ADAM17 inh: ADAM17 inhibition, QFRET primary screen; P78536; inhibition, % at 6.95 µM; recombinant ADAM17, EDANS/DABCYL FRET peptide cleavage; actives 0.83% (n = 370,000);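 active = inhibition above the mean of compounds lying between control limits plus 3 SD, set per campaign, cut at about 8.5% in these data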;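 note: 0% = DMSO-only wells as the low control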
# Target sequence (P78536 215-824 limits assumed): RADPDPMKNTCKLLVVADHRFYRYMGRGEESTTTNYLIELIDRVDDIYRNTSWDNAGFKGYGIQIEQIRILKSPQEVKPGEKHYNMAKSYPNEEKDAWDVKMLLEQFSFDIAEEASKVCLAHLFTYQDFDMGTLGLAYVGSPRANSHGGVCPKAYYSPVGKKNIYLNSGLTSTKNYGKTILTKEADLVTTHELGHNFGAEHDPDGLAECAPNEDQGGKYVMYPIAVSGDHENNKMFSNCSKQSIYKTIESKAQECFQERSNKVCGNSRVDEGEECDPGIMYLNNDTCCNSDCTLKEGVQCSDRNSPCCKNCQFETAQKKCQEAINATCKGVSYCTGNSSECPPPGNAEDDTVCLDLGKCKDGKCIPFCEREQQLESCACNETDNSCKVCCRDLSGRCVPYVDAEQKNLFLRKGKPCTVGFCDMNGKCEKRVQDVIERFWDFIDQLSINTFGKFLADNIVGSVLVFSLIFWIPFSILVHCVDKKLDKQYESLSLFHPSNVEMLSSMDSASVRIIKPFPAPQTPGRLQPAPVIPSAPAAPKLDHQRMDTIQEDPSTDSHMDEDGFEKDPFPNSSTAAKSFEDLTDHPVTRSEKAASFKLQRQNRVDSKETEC
# LEDGF integ inh: blocks HIV-1 LEDGF/p75-dependent DNA integration; TR-FRET IN-LEDGF/p75 DNA integration, Eu/Cy5; inhibition, % at 3.7 µM; actives 0.64% (n = 370,000); AID 743269;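 active = inhibition above the screen-wide mean plus 3 SD, cut at about 13% in these data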;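 note: signal is the Cy5 over europium emission ratio at 671 and 618 nm; 0% = plate median of compound wells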
# Tn7 DDE FP: DD(E)-Tn7 binding inhibition, primary FP screen; P02675; FP displacement of FITC-Tn7 peptide from fibrin DD(E); 0% = median of compound wells per plate; inhibition, % at 8.3 µM; actives 0.13% (n = 370,000); AID 720508;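 active = inhibition above the mean of compounds falling within the control limits plus 3 SD of them, cut at about 14% in these data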;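 note: 0% = plate median of compound wells and 100% = 10 µM Aha-Tn7 peptide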
#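 Test system – human fibrin DD(E) · Times – 10 min preincubation, 3 h with tracer, room temperature · Detection – fluorescence polarization of the labelled Tn7 tracer · Measure – percent inhibition normalized to high-control wells · Benchmarks – high control wells with 10 µM unlabelled Aha-Tn7 peptide (full inhibition) · Repeats – singlicate testing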
# ADAM10 inh: inhibitors of human ADAM10. O14672. recombinant ADAM10, EDANS/DABCYL FRET peptide cleavage, 3 h. inhibition, % at 7 µM. actives 0.62% (n = 370,000). AID 720582;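 active = inhibition above a per-campaign cutoff equal to the mean of compounds falling between control-based bounds plus 3 SD, cut at about 20% in these data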;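 note: 0% = DMSO wells while the 100% control is not disclosed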
# Starred values were filed as active, the others as inactive; i = inactive.
SMILES,Tn6 DDE FP,TDP2 inh,ARFGAP1 inh,ASAP1 GAP inh,PLC-gamma1 inh,KLK7 zymogen act,ADAM17 inh,LEDGF integ inh,Tn7 DDE FP,ADAM10 inh
Cc1cc(Br)cn2c(Cc3ccccc3)c(-c3ccco3)nc12,-7,5,-5,-2,-12,-0.6,-3,0,-5,-7
CCN(CC(=O)Nc1cccc(OC)c1)CC(=O)Nc1ccccc1C,6,-4,0,-1,2,0.9,1,0,1,2
COc1cccc(-c2nnc(SCC(=O)NCc3ccc4c(c3)OCO4)n2Cc2ccco2)c1,3,2,1,2,1,-0.1,-1,1,-6,9
Fc1cc(NCc2ccccc2)nc(NCc2ccccc2)n1,-6,0,19,2,7,-0.2,5,0,-3,11
Cc1ccc(-n2nnnc2SCC(=O)NNC(=O)c2ccc([N+](=O)[O-])cc2)cc1,3,1,7,0,-1,-0.3,-4,0,3,-11
CN(C)CCNC(=O)c1cc2cc(Br)ccc2oc1=O,5,-3,5,-3,-7,0.4,-5,1,-6,-12
O=C(NCCCn1ccnc1)c1ccc2ccccc2c1,-1,5,10,-1,0,0.2,0,1,8,0
CC(=O)Oc1ccc(C2(C)CC(C)(C)Oc3cc(OC(C)=O)ccc32)c(OC(C)=O)c1 (stereo not drawn),0,-1,-4,4,-1,0.6,1,1,3,9
COc1ccc(CCNC(=O)CN2C(=O)NC(CCSC)C2=O)cc1 (stereo not drawn),4,3,1,1,2,-0.1,-4,-1,-5,-8
CCCCC(=O)NC(=S)Nc1ccccc1N1CCCCC1,-2,-17,5,-4,0,-0.4,5,2,-5,4
COc1cccc(OCC(=O)Nc2ccc(OC)c(OC)c2)c1,6,12,8,-7,1,0.5,-2,-2,6,5
Cc1cc2occ(CC(=O)N(C)CC(=O)Nc3ccccc3Cl)c2cc1C,-5,-18,-2,-5,-1,0.3,8,8,-4,8
CCCNC(=O)C1CC(c2ccc(C(F)(F)F)cc2)=NO1 (stereo not drawn),6,20,0,5,0,0.1,-1,-4,5,-3
CC1CCN(c2nc(-c3ccccc3)c(C#N)c(=O)[nH]2)CC1,-2,3,1,-14,-1,-0.2,1,-1,-5,-12
NS(=O)(=O)c1cccc(NC(=O)COC(=O)c2cc([N+](=O)[O-])ccc2N2CCCC2)c1,3,-1,-12,4,2,0.6,2,-1,3,-4
Cc1nc2ccccc2c(=O)n1N,-3,4,-1,5,1,-0.5,-6,1,4,-2
CC[n+]1c(/C=C/Nc2ccccc2)sc2ccccc21,-11,5,24,17,0,0.0,-4,0,-8,1
COCCCN1C(=O)C(CC(=O)NCC2CCCCC2)CC(C(=O)N(C(C)C)C(C)C)=C1C (stereo not drawn),8,0,-3,2,3,0.2,2,3,-11,1
O=C(CCn1c(=S)[nH]c2ccccc2c1=O)NCCc1ccccc1,2,6,8,2,0,0.0,1,0,3,-7
O=C(CCN1CCCCC1=O)NC1CCCN(Cc2ccc(Cl)cc2)C1 (stereo not drawn),-8,-18,11,4,4,0.2,4,-6,-2,-9
CC(NC(=O)COC(=O)c1ccc(N2CCCC2=O)cc1)c1ccc(F)cc1 (stereo not drawn),-2,0,4,6,1,-0.3,-2,3,-1,-5
COc1ccc(CNC(=O)c2cccc(N(C)C)c2)cc1,-1,-12,4,-4,-67,1.2,-9,-1,-8,-43
COc1ccc(C2C(C(=O)NCc3ccccc3)=C(C)Nc3ncnn32)cc1OC (stereo not drawn),-1,-1,0,-2,0,-0.6,-2,-3,-4,-3
CC(C)N(CCCNC(=O)Cn1c(=O)c2cccn2c2ccccc21)Cc1ccccc1,-9,-3,11,-1,-3,0.5,-5,-3,-2,-4
COc1cc(/C=C2\SC(=S)N(NC(=O)c3ccncc3)C2=O)ccc1O,-7,-12,3,3,-18,-1.9,-1,-5,-7,-11

# Further entries:
SMILES,Tn6 DDE FP,TDP2 inh,ARFGAP1 inh,ASAP1 GAP inh,PLC-gamma1 inh,KLK7 zymogen act,ADAM17 inh,LEDGF integ inh,Tn7 DDE FP,ADAM10 inh
COc1ccc(NC(=O)C2(C)CCN2Cc2csc3ccccc23)cc1OC (stereo not drawn),-2,0,5,-5,1,0.3,2,-2,-2,4
CC(=O)c1c(C)[nH]c(C(=O)OCC(=O)Nc2cc(S(=O)(=O)N3CCCCC3)ccc2C)c1C,-12,-4,8,5,11*,0.2,2,2,-13,3
O=C(CCN=C1NS(=O)(=O)c2ccccc21)OCC(=O)c1ccc(F)cc1,13,-1,1,5,-2,0.3,1,4,-6,-2
O=C1c2ccccc2S(=O)N1c1cccc(F)c1 (stereo not drawn),-5,-5,7,8,0,0.4,-5,-3,1,-8
COc1cc(-c2c(C#N)c(N)nc3c2c(C)nn3-c2ccc(C)c(C)c2)cc(OC)c1OC,-4,-8,5,5,-473,-44,-33,-1,-3,-205
O=C(NCCc1ccccn1)c1cccnc1Oc1ccc(Cl)cc1,1,11,13,-16,0,-0.7,-1,1,-5,-1
Cc1ccc(C)c(-c2csc(Nc3ncccn3)n2)c1,9,6,-10,1,-1,0.0,-5,-2,3,-3
Cc1cc(=O)oc2c(CN3CC(C)OC(C)C3)c(O)c(Cl)cc12 (stereo not drawn),6,0,-5,-3,i,149*,i,1,2,i
COc1ccccc1N(C)S(=O)(=O)c1ccc(C(=O)N(C)Cc2cccc(OC)c2OC)cc1,-6,-10,11,-16,6,-0.1,3,5,1,0
CCn1c(C)[n+](CC(O)COCC2CC=CCC2)c2ccccc21 (stereo not drawn),-5,7,2,0,-2,0.2,-3,-2,-1,-3
Cc1c(C(=O)N2CCCC2)sc(NC(=O)c2cccs2)c1C#N,-1,15,-1,-6,-16,0.3,-3,-5,0,-6
FC(F)(F)c1ccccc1NC(=S)N1CCc2ccccc2C1,-12,-2,5,0,1,0.2,0,6,-5,-2
CCCCN(C=O)c1c(CC)nc2c(OCc3ccc(Cl)cc3)cccn12,3,0,7,6,-3,0.6,0,1,9,0
CC1CC2(CC(C)(C(=O)CSc3n[nH]c(-c4ccccc4Cl)n3)OC2=O)C(=O)O1 (stereo not drawn),-5,-2,11,1,3,0.5,2,-5,-2,8
COC(=O)c1cc2c(c3c4cc(F)ccc4n(S(=O)(=O)c4ccccc4)c13)C(=O)N(C)C2,3,-4,1,9,-13,-0.1,-2,-1,-2,-15
COCCCn1cc(CN2CC(N3CCCCC3)CS2(=O)=O)nn1 (stereo not drawn),7,5,5,8,0,0.1,-2,3,-9,-1
Cc1ccc(S(=O)(=O)n2[nH]c(=O)c(CCO)c2C)cc1,-1,5,-5,-13,3,-0.3,-4,-9,2,3
COCCCN=C1NN=C(c2cc(C)n(-c3ccccc3)c2C)CS1,0,-3,-9,8,-8,0.2,0,-4,0,-3
Cc1onc(-c2ccccc2)c1CNS(=O)(=O)c1ccccc1,-2,-7,3,-2,2,-0.3,0,-1,2,-3
COc1ccc(Nc2ncnc3ccc(Br)cc23)c(OC)c1,-6,-9,7,-7,-2,0.9,0,-1,-3,3
O=C(c1ccco1)N1CCN(C(=O)c2cc(-c3ccccc3F)no2)CC1,-2,12,-10,-5,-1,0.0,-2,0,-2,3
COc1cc2c(cc1OC)C(c1cc3cc4c(cc3[nH]c1=O)OCO4)N(C(=O)C(C)C)CC2 (stereo not drawn),-16,-2,6,-5,-4,0.7,-7,3,-7,-42
CC1Cc2ccccc2N1C1=CC(=O)CC(C)(C)C1 (stereo not drawn),3,9,11,18,2,0.3,0,2,-3,12
C/C(=N/OC(=O)CC(C)C)c1cc(-c2ccc(Cl)cc2)no1,3,0,-7,0,3,0.2,-1,3,1,-3
CCCCN(C(=S)NC(=O)c1cc(OC)c(OC)c(OC)c1)c1c(N)n(Cc2ccccc2)c(=O)[nH]c1=O,-2,-8,-10,5,-2,0.5,4,1,-1,10

# Looked up above.
# Under ASAP1 GAP inh, COc1ccccc1N(C)S(=O)(=O)c1ccc(C(=O)N(C)Cc2cccc(OC)c2OC)cc1 shows -16
# Under ASAP1 GAP inh, COc1cc(-c2c(C#N)c(N)nc3c2c(C)nn3-c2ccc(C)c(C)c2)cc(OC)c1OC shows 5
# Under KLK7 zymogen act, FC(F)(F)c1ccccc1NC(=S)N1CCc2ccccc2C1 shows 0.2
# Under KLK7 zymogen act, Cc1onc(-c2ccccc2)c1CNS(=O)(=O)c1ccccc1 shows -0.3

# Returning to the listing with the two entries that preceded the break.
SMILES,Tn6 DDE FP,TDP2 inh,ARFGAP1 inh,ASAP1 GAP inh,PLC-gamma1 inh,KLK7 zymogen act,ADAM17 inh,LEDGF integ inh,Tn7 DDE FP,ADAM10 inh
C/C(=N/OC(=O)CC(C)C)c1cc(-c2ccc(Cl)cc2)no1,3,0,-7,0,3,0.2,-1,3,1,-3
CCCCN(C(=S)NC(=O)c1cc(OC)c(OC)c(OC)c1)c1c(N)n(Cc2ccccc2)c(=O)[nH]c1=O,-2,-8,-10,5,-2,0.5,4,1,-1,10
COC1CCCCC1Nc1cccc(SC)c1 (stereo not drawn),0,2,-6,4,0,0.7,-1,0,0,-2
c1ccc(Nc2ccccc2Nc2ccccn2)nc1,16*,4,6,6,-23,-0.1,-5,1,10,-12
Nc1nc(SCC(=O)NCc2ccc3c(c2)OCO3)n[nH]1,-3,7,-3,-8,2,-0.4,0,1,-6,2
CC(=O)NCCOc1cccc(OCCNC(C)=O)c1,5,8,-3,8,-2,0.5,-3,0,4,2
COc1ccc(N2CCN(C(=O)c3ccc(N(C)S(=O)(=O)c4ccc(OC)cc4)cc3)CC2)cc1,8,-1,3,-8,2,0.1,-1,-3,2,-2
Nc1cc2[nH]c(=O)c3ccccc3c2cc1[N+](=O)[O-],-13,-5,28*,-13,-1,0.7,7,-1,-5,-7
Nc1n[nH]c(-c2cccc([N+](=O)[O-])c2)n1,-5,5,5,-9,-1,-0.1,-2,-2,-3,-7
COc1ccc(N2CCN(C(c3cccs3)C(C)NC(=O)C(=O)N3CCCCC3)CC2)cc1 (stereo not drawn),0,2,-7,-13,5,-0.7,-4,0,0,-6
CCCNC(=O)N1CCC(c2ccc3c(c2)OCO3)CC1,4,-5,-5,-22,1,0.1,-1,-4,4,5
CCOc1ccc(S(=O)(=O)N2CCCC(C(=O)N3CCOCC3)C2)cc1 (stereo not drawn),-3,-18,-5,-14,2,-0.1,-2,0,-4,-5
C=CCOc1ccc(CN(C)c2ccc(S(=O)(=O)N3CCN(C)CC3)cc2[N+](=O)[O-])cc1,-3,8,-4,6,2,0.7,0,-1,0,-3
O=C(O)c1ccc2c(c1)C(=O)N(c1cccc(C(=O)/C=C/c3ccccc3)c1)C2=O,2,-13,9,6,-7,-0.1,1,-8,1,-4
CC(CNc1ccc(Cl)cc1)(CNc1ccc(Cl)cc1)[N+](=O)[O-],8,6,2,-5,0,-0.3,9.9*,-4,9,14

# Source: PubChem (The Scripps Research Institute Molecular Screening Center)
